# IDE exosite FP: displaces the probe from the exo-site of human IDE; purified IDE, FL-6b probe fluorescence polarization; hits give low values; z-score at 20 µM; 6.3% of 17,000 active; AID 1259349;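 active means z-score of -3 or lower, meaning strong loss of probe binding signal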;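 further: His-tagged human IDE residues 42-1019 made in E. coli with 30 nM FL-6b probe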
# An asterisk follows results filed as active; & = joins results of further samples.
# The opening two entries (preview)
SMILES	IDE exosite FP
CN(C)CC#Cc1ccc([C@@H]2[C@H]3CN(C(=O)Cc4ccccn4)CCCCN3[C@H]2CO)cc1	0.57
CC(C)CC#Cc1ccc([C@H]2[C@H](CO)N3CCCCN(C(=O)Cc4ccccn4)C[C@@H]23)cc1	4.9

# The list itself, repeating the preview:
SMILES	IDE exosite FP
CN(C)CC#Cc1ccc([C@@H]2[C@H]3CN(C(=O)Cc4ccccn4)CCCCN3[C@H]2CO)cc1	0.57
CC(C)CC#Cc1ccc([C@H]2[C@H](CO)N3CCCCN(C(=O)Cc4ccccn4)C[C@@H]23)cc1	4.9
CN1c2ccc(Br)cc2[C@@H]2NCC[C@@H]2[C@@H]1CO	1.7
O=C(Cc1ccccn1)N1CCCCN2[C@@H](CO)[C@@H](c3ccc(C#Cc4ccccc4)cc3)[C@@H]2C1	-6.9*
O=C(O)[C@H]1[C@H](CO)[C@H]2Cn3c(ccc(-c4ccncc4)c3=O)[C@@H]1N2S(=O)(=O)c1ccccc1F	0.78
CN(C)CC#Cc1ccc([C@@H]2[C@H](CO)N3CCCCN(C(=O)Cc4ccccn4)C[C@@H]23)cc1	-0.7
Cc1ccccc1-c1ccc([C@H]2[C@@H](CO)N3CCCCN(C(=O)Cc4ccccn4)C[C@H]23)cc1	-14*
COc1ccc(-c2ccc([C@H]3[C@@H](CO)N4CCCCN(C(=O)Cc5ccncc5)C[C@H]34)cc2)cc1	0.98
C[C@H]1CN([C@@H](C)CO)C(=O)CCCn2cc(nn2)CO[C@@H]1CN(C)C(=O)Oc1ccc2ccccc2c1	-0.24
COc1cccc(-c2ccc([C@H]3[C@@H](CO)N4CCCCN(C(=O)Cc5ccncc5)C[C@H]34)cc2)c1	-2.5
CCCC#Cc1ccc([C@@H]2[C@H](CO)N3CCCCN(C(=O)Cc4ccccn4)C[C@@H]23)cc1	-2
CN1[C@@H]2CNc3ccccc3[C@@H]2[C@@H]1CO	-0.2
COc1ccc(-c2ccc([C@@H]3[C@@H](CO)N4CCCCN(C(=O)Cc5ccncc5)C[C@@H]34)cc2)cc1	0.57
O=C(Cc1ccccc1)N1CCCCN2[C@H](CO)[C@H](c3ccc(C#Cc4ccccc4)cc3)[C@@H]2C1	-1.9
O=C(O)[C@@H]1[C@@H](CO)[C@@H]2Cn3c(ccc(-c4ccncc4)c3=O)[C@H]1N2S(=O)(=O)c1ccccc1F	0.56
O=C(Cc1cccnc1)N1CCCCN2[C@@H](CO)[C@H](c3ccc(/C=C/c4ccccc4)cc3)[C@@H]2C1	-9.2*
O=C(O)[C@@H]1[C@@H](CO)[C@@H]2Cn3c(ccc(C4=CCCCC4)c3=O)[C@H]1N2C(=O)Cc1ccccn1	0.84
OC[C@@H]1[C@@H]2c3ccccc3NC[C@@H]2N1Cc1cccnc1	1.1
Cc1ccccc1-c1ccc([C@H]2[C@@H](CO)N3CCCCN(C(=O)Cc4ccccn4)C[C@@H]23)cc1	-5.7*
C[C@H](CO)N1C[C@H](C)[C@@H](CN(C)C(=O)Oc2ccc3ccccc3c2)OCc2cn(nn2)CCCC1=O	-0.69
COc1ccc(C#Cc2ccc([C@@H]3[C@H]4CN(C(=O)Cc5cccnc5)CCCCN4[C@H]3CO)cc2)cc1	4.2
O=C(Cc1cccnc1)N1CCCCN2[C@@H](CO)[C@H](c3ccc(C#CC4CCCC4)cc3)[C@@H]2C1	1.4
O=C(Cc1ccncc1)N1CCCCN2[C@H](C1)[C@H](c1ccc(C#Cc3ccccc3F)cc1)[C@@H]2CO	-1.2
COc1ccc(-c2ccc([C@@H]3[C@@H](CO)N4CCCCN(C(=O)Cc5ccccc5)C[C@H]34)cc2)cc1	1.4
N#Cc1ccc(-c2ccc([C@H]3[C@H]4CN(C(=O)Cc5ccccc5)CCCCN4[C@H]3CO)cc2)cc1	2.9
N#Cc1ccc(-c2ccc([C@H]3[C@@H](CO)N4CCCCN(C(=O)Cc5ccccc5)C[C@H]34)cc2)cc1	-1.8
C[C@@H]1CN([C@@H](C)CO)C(=O)CCCn2nncc2CO[C@@H]1CN(C)C(=O)Oc1cccc2ccccc12	-0.0061
COc1ccc(C#Cc2ccc([C@@H]3[C@@H](CO)N4CCCCN(C(=O)Cc5ccncc5)C[C@H]34)cc2)cc1	-0.52
C/C=C/c1ccc(C2[C@@H]3CN(C(=O)C4CCCC4)C[C@H]2N3)cc1 (stereo partly specified)	-1&0.59
O=C(Cc1ccccc1)N1CCCCN2[C@@H](CO)[C@@H](c3ccc(C#CC4(O)CCCC4)cc3)[C@@H]2C1	0.87
COC(=O)[C@H]1[C@H](CO)[C@H]2Cn3c(ccc(-c4cccc(F)c4)c3=O)[C@@H]1N2Cc1ccncc1	1.2
COc1ccc(-c2ccc([C@@H]3[C@H](CO)N4CCCCN(C(=O)Cc5ccncc5)C[C@@H]34)cc2)cc1	-2.3
COC(=O)[C@H]1[C@H](CO)[C@H]2Cn3c(cccc3=O)[C@H]2N1CC1CC1	0.76
COc1ccc(C#Cc2ccc([C@H]3[C@@H](CO)N4CCCCN(C(=O)Cc5cccnc5)C[C@@H]34)cc2)cc1	-2.3
O=C(Cc1ccccc1)N1CCCCN2[C@H](C1)[C@H](c1ccc(-c3ccccc3)cc1)[C@@H]2CO	2.2
O=C(Cc1cccnc1)N1CCCCN2[C@H](C1)[C@H](c1ccc(C#CC3CCCC3)cc1)[C@@H]2CO	3.5
O=C(Cc1ccncc1)N1CCCCN2[C@@H](CO)[C@H](c3ccc(C#Cc4ccccc4F)cc3)[C@@H]2C1	-0.41
COc1ccc(-c2ccc([C@H]3[C@H]4CN(C(=O)Cc5ccccc5)CCCCN4[C@H]3CO)cc2)cc1	2.8
COc1ccc(C#Cc2ccc([C@H]3[C@H](CO)N4CCCCN(C(=O)Cc5ccccc5)C[C@@H]34)cc2)cc1	0.3
COc1ccc(-c2ccc([C@@H]3[C@H](CO)N4CCCCN(C(=O)Cc5ccccc5)C[C@@H]34)cc2)cc1	-3.1*
O=C(Cc1ccccc1)N1CCCCN2[C@H](CO)[C@@H](c3ccc(C#CC4(O)CCCC4)cc3)[C@H]2C1	0.93
C/C=C/c1ccc([C@H]2[C@@H](CO)N3CCCCN(C(=O)Cc4cccnc4)C[C@@H]23)cc1	-0.18
O=C(Cc1ccccn1)N1CCCCN2[C@H](C1)[C@@H](c1ccc(-c3ccccc3)cc1)[C@@H]2CO	-1.2
N#Cc1cccc(-c2ccc([C@H]3[C@H](CO)N4CCCCN(C(=O)Cc5cccnc5)C[C@@H]34)cc2)c1	0.26
O=C(Cc1ccccn1)N1CCCCN2[C@@H](CO)[C@@H](c3ccc(-c4ccccc4F)cc3)[C@@H]2C1	-5.6*
COc1cccc(-c2ccc([C@H]3[C@H]4CN(C(=O)Cc5ccncc5)CCCCN4[C@H]3CO)cc2)c1	-0.15
COc1cccc(-c2ccc([C@@H]3[C@@H](CO)N4CCCCN(C(=O)Cc5ccncc5)C[C@H]34)cc2)c1	0.079
O=C(Cc1ccccn1)N1CCCCN2[C@H](CO)[C@@H](c3ccc(-c4ccccc4F)cc3)[C@@H]2C1	-4.7*
COc1ccc(-c2ccc([C@H]3[C@@H](CO)N4CCCCN(C(=O)Cc5ccccc5)C[C@H]34)cc2)cc1	0.61
CCCNC(=O)N1[C@@H]2Cn3c(ccc(-c4ccccc4OC)c3=O)[C@H]1[C@@H](C(=O)OC)[C@@H]2CO	0.76
N#Cc1cccc(-c2ccc([C@@H]3[C@@H](CO)N4CCCCN(C(=O)Cc5ccncc5)C[C@H]34)cc2)c1	2.4
C/C=C/c1ccc(C2[C@H]3CNC[C@@H]2N3CC2CC2)cc1 (stereo partly specified)	-0.72
CCCNC(=O)N1[C@@H]2c3ccc(-c4ccccc4OC)c(=O)n3C[C@H]1[C@H](CO)[C@H]2C(=O)OC	0.23

# Arranged by formula weight (high to low): some entries from above
SMILES	IDE exosite FP
C[C@@H]1CN([C@@H](C)CO)C(=O)CCCn2nncc2CO[C@@H]1CN(C)C(=O)Oc1cccc2ccccc12	-0.0061
COc1ccc(C#Cc2ccc([C@@H]3[C@@H](CO)N4CCCCN(C(=O)Cc5ccncc5)C[C@H]34)cc2)cc1	-0.52
COc1ccc(C#Cc2ccc([C@H]3[C@H](CO)N4CCCCN(C(=O)Cc5ccccc5)C[C@@H]34)cc2)cc1	0.3
O=C(Cc1ccncc1)N1CCCCN2[C@@H](CO)[C@H](c3ccc(C#Cc4ccccc4F)cc3)[C@@H]2C1	-0.41
O=C(Cc1ccccc1)N1CCCCN2[C@@H](CO)[C@@H](c3ccc(C#CC4(O)CCCC4)cc3)[C@@H]2C1	0.87
COc1cccc(-c2ccc([C@H]3[C@H]4CN(C(=O)Cc5ccncc5)CCCCN4[C@H]3CO)cc2)c1	-0.15
COc1ccc(-c2ccc([C@@H]3[C@H](CO)N4CCCCN(C(=O)Cc5ccccc5)C[C@@H]34)cc2)cc1	-3.1*
N#Cc1cccc(-c2ccc([C@H]3[C@H](CO)N4CCCCN(C(=O)Cc5cccnc5)C[C@@H]34)cc2)c1	0.26
N#Cc1ccc(-c2ccc([C@H]3[C@@H](CO)N4CCCCN(C(=O)Cc5ccccc5)C[C@H]34)cc2)cc1	-1.8
O=C(Cc1ccccn1)N1CCCCN2[C@H](CO)[C@@H](c3ccc(-c4ccccc4F)cc3)[C@@H]2C1	-4.7*
O=C(Cc1cccnc1)N1CCCCN2[C@H](C1)[C@H](c1ccc(C#CC3CCCC3)cc1)[C@@H]2CO	3.5
CCCNC(=O)N1[C@@H]2Cn3c(ccc(-c4ccccc4OC)c3=O)[C@H]1[C@@H](C(=O)OC)[C@@H]2CO	0.76
COC(=O)[C@H]1[C@H](CO)[C@H]2Cn3c(ccc(-c4cccc(F)c4)c3=O)[C@@H]1N2Cc1ccncc1	1.2
O=C(Cc1ccccn1)N1CCCCN2[C@H](C1)[C@@H](c1ccc(-c3ccccc3)cc1)[C@@H]2CO	-1.2
O=C(Cc1ccccc1)N1CCCCN2[C@H](C1)[C@H](c1ccc(-c3ccccc3)cc1)[C@@H]2CO	2.2
C/C=C/c1ccc([C@H]2[C@@H](CO)N3CCCCN(C(=O)Cc4cccnc4)C[C@@H]23)cc1	-0.18
COC(=O)[C@H]1[C@H](CO)[C@H]2Cn3c(cccc3=O)[C@H]2N1CC1CC1	0.76
C/C=C/c1ccc(C2[C@@H]3CN(C(=O)C4CCCC4)C[C@H]2N3)cc1 (stereo partly specified)	-1&0.59
C/C=C/c1ccc(C2[C@H]3CNC[C@@H]2N3CC2CC2)cc1 (stereo partly specified)	-0.72

# Screening results deposited in PubChem BioAssay by Broad Institute.

# Only part of the results is shown; rates above refer to the full screens.
